High-throughput results (PubChem)
aGal spleen mod = qHTS Assay for Inhibitors and Activators of Human alpha-Galactosidase From Spleen Homogenate | Alpha-galactosidase A (Homo sapiens), P06280 | human spleen homogenate, 4MU-alpha-Gal fluorescence, 40 min | Potency, µM (titrated, usually from 80 µM), for the others: at the top dose activity change, negative = inhibition, most hits filed as inhibitors | actives 0.008% (n = 240,000) | AID 2107, 2009;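 further: 0% = enzyme with vehicle and -100% = no enzyme basal signal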
Target sequence (P06280 32-429 limits assumed): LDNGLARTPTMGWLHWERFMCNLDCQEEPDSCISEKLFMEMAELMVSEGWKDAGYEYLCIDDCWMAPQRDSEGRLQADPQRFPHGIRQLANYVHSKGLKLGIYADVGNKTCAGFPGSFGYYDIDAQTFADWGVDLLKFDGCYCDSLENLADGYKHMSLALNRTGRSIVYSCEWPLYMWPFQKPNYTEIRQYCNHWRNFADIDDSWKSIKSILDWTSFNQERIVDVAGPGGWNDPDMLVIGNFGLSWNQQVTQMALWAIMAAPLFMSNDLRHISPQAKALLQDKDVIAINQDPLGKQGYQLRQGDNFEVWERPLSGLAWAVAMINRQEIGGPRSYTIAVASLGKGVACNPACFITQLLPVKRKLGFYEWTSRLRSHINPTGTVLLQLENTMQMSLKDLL
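Human spleen homogenate (1 ug) was the enzyme source, with 4-methylumbelliferyl-alpha-D-galactopyranoside (1 mM final) in pH 5.0 citrate buffer with 0.01% Tween-20. Compounds were titrated; after 40 min at 37C, NaOH/glycine stop, 4-MU fluorescence read; AC50 from Hill fits.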
Tau FP inhib = qHTS for Inhibitors of Tau Fibril Formation, Fluorescence Polarization | Microtubule-associated protein tau (Homo sapiens), P10636 | K18 P301L tau heparin fibrillization, Alexa594 FP, 6 h | Potency, µM (titrated, usually from 57.7 µM), for the others: top-dose activity, negative = inhibition, hits mostly inhibitors | actives 0.39% (n = 280,000) | AID 1468, 2008; further: on the % scale 0 is the no-effect control and ±100 the full control effect; nearly all actives have a fitted effect of over 55% in size
Target sequence (P10636 561-689 P618L limits assumed): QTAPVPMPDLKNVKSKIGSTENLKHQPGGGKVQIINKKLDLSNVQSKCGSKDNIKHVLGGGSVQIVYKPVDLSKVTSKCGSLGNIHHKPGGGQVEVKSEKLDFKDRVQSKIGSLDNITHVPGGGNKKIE
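Steps: dispense K18 P301L tau (15 uM plus 0.24 uM Alexa 594 tracer, final) in pH 7 sodium acetate; add compound; add heparin (20 uM final); incubate 6 hr, 37 C; add ThT (30 uM final); after 1 hr ambient, read FP.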
GAA glycogen mod = qHTS Assay for Inhibitors and Activators of Human alpha-Glucosidase Cleavage of Glycogen; actives 0.38% (n = 300,000); Lysosomal alpha-glucosidase (Homo sapiens), P10253; recombinant GAA, glycogen substrate, Amplex Red glucose oxidase fluorescence; AID 2100, 2009; Potency, µM (doses to about 76.4 µM), for the others: at the top dose activity change, negative = inhibition, usual class: inhibitors;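 further: 0% = full enzyme reaction and -100% = no-enzyme basal signal; the screen sought inhibitors and activators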
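Natural-substrate format: glycogen cleavage by 4 nM human enzyme, glucose read by Amplex Red coupling (Ex 573, Em 610 nm). Normalized to enzyme and no-enzyme controls.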
Tau fibril ThT = qHTS for Inhibitors of Tau Fibril Formation, Thioflavin T Binding; recombinant tau K18 P301L, heparin-induced fibrillization, ThT fluorescence; Microtubule-associated protein tau (Homo sapiens), P10636; actives 2.1% (n = 270,000); AID 1460, 2008; Potency, µM (highest dose often 57.4 µM), inactives show at the top dose activity, negative = inhibition, hits mostly inhibitors; further: on the % scale 0 is the no-effect control and ±100 the full control effect; nearly all actives have a fitted effect of over 55% in size
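K18 P301L tau (15 uM + 0.24 uM Alexa 594-tagged), heparin 20 uM, NaOAc pH 7, 6 h 37 C; ThT 30 uM, 1 h RT, ex 450/em 510 nm.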
Tau fluor cs = Counterscreen qHTS for Inhibitors of Tau Fibril Formation, Fluorescence Polarization. tau K18 P301L Alexa594 fluorescence, heparin fibrillization. Potency, µM (top dose mostly 57.7 µM), for inactives: top-dose activity change, negative = decrease. actives 0.93% (n = 280,000); further: on the % scale 0 is the no-effect control and ±100 the full control effect; nearly all actives have a fitted effect of over 55% in size
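Human tau K18 P301L (15 uM unlabeled, 0.24 uM Alexa 594-labeled) in 100 mM sodium acetate pH 7 with 20 uM heparin, 6 hr at 37 C. ThT 30 uM added, 1 hr ambient; Alexa 594 FP and total fluorescence read at 555/632 nm.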
aGlu spleen mod = qHTS Assay for Inhibitors and Activators of Human alpha-Glucosidase From Spleen Homogenate. human spleen homogenate, 4-MU-alpha-glucoside fluorescence. Lysosomal alpha-glucosidase (Homo sapiens), P10253. actives 0.006% (n = 240,000). Potency, µM (titrated, usually from 79.9 µM), for inactives: at the highest dose activity change, negative = inhibition, most hits filed as inhibitors. AID 2112, 2009;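 further: 0% = enzyme with vehicle and -100% = no enzyme basal signal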
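Compounds were titrated against alpha-glucosidase in spleen homogenate at pH 5.0, with 1 mM 4-methylumbelliferyl substrate for 40 min at 37 C. Reactions were quenched with pH 10 NaOH/glycine and fluorescence measured.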
GAA inhib = qHTS Assay for Inhibitors of Human alpha-Glucosidase as a Potential Chaperone Treatment of Pompe Disease; Potency, µM (doses to about 76.9 µM), for inactives: at the top dose activity change, negative = inhibition, usual class: inhibitors; Lysosomal alpha-glucosidase (Homo sapiens), P10253; purified human GAA, 4-MU-alpha-glucoside fluorescence; AID 1466, 2008; actives 0.005% (n = 200,000);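 further: plate controls were uninhibited enzyme wells for no effect and no-enzyme background for full effect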
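Enzyme (4 nM final) mixed with compound (up to 77 uM), then 4-MU-alpha-D-pyranoside (400 uM final) added; 20 min at room temperature, pH 5.0. Reaction stopped at pH 10, fluorescence read, AC50 derived by Hill fit.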
HTT cytoprotect = qHTS Multiplex Assay to Identify Dual Action Probes in a Cell Model of Huntington: Cytoprotection (ATP); PC12 HTT-Q103 induced, cytoprotection, ATP luminescence, 40 h; Potency, µM (highest dose often 56.4 µM), for the others: cytoprotection (ATP increase), most hits filed as activators; actives 0.14% (n = 230,000); AID 1471, 2008;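 further: % of control where 0% means no effect; nearly all actives have a fitted effect of over 45% in size; toxic huntingtin expression switched on by the ecdysone agonist tebufenozide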
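Readout: ATPlite luminescence (ATP level). Model: stable PC12, inducible Htt exon1 Q103-GFP. Inducer: tebufenozide, 100 nM final. Compounds: dose series. No G418 in medium.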
* hit, by the source's call; u = inconclusive; x = not tested or not shown; [ ] = another dose, or the depositor's remark. The call rests on the fitted dose curve; in most records, active means well fitted curve in the direction sought with a large enough effect; inconclusive means small, poorly fitted or top-dose-only effect, or another doubt; inactive means no such curve, though single readings can be large; an effect the other way counts as inactive or inconclusive. Potency means the concentration at half of the fitted maximal effect.

Codes: A = aGal spleen mod; B = Tau FP inhib; C = GAA glycogen mod; D = Tau fibril ThT; E = Tau fluor cs; F = aGlu spleen mod; G = GAA inhib; H = HTT cytoprotect
> O=c1[nH]c2ccc(NCc3ccc(-c4ccc(Cl)cc4)o3)cc2[nH]1
  A: x; B: 6%; C: -25%[76.3 µM]; D: -19%; E: -17%; F: x; G: x; H: x
> C[C@H]1C=C(C(=O)NCc2ccccc2)O[C@@H](OCc2ccc(CO)cc2)C1
  A: 4%; B: 4%; C: 6%; D: 0%; E: -3%; F: -5%; G: x; H: -3%[10 µM]
> COC(=O)c1ccc(/C=N/OCC(=O)NC2CCCC(C)C2C)cc1 (stereo not drawn)
  A: -5%; B: -4%; C: -5%; D: -16%; E: -13%; F: -8%; G: 0%; H: -12%
> COc1ccc(C2C(C#N)=C(SCC(=O)Nc3ccc(C)cc3)NC3=C2C(=O)CC(C)(C)C3)cc1 (stereo not drawn)
  A: -16%; B: u; C: -7%; D: -11%; E: u; F: -14%; G: -7%; H: -43%[inhibitor]
> O=C(NCCCN1CCOCC1)C(=O)NCCc1ccccc1
  A: 1%; B: 5%; C: 1%; D: -6%; E: -9%; F: 1%; G: -4%; H: -16%
> O=C(NCCN1C(=O)S/C(=C\c2ccc(Cl)c(Cl)c2)C1=O)c1cnccn1
  A: 2%; B: -2%; C: -1%; D: u; E: -11%; F: 2%; G: 4%; H: 26%[10 µM]
> CC(=O)N1CCN(c2ccc(NC(=O)c3ccc(C(C)(C)C)cc3)cc2)CC1
  A: -1%; B: 1%; C: -10%; D: 3.5µM*; E: u; F: 1%; G: -2%; H: -9%[10 µM]
> Cc1cccc(N(CC(=O)NC2CCCC2)C(=O)CS(=O)CC(=O)Nc2ccc3c(c2)OCO3)c1C (stereo not drawn)
  A: -13%; B: -10%; C: 2%; D: -9%; E: -9%; F: 3%; G: 0%; H: 8%[1.9 µM]
> Cc1nc(N2CCOCC2)sc1C(=O)NN
  A: 3%; B: u; C: u; D: u; E: -15%; F: -1%; G: -2%; H: 4%
> O=C(N/N=C/c1ccccn1)c1ccc2nc[nH]c2c1
  A: 2%; B: -8%; C: 0%; D: 2%; E: 4%; F: -2%; G: 4%[15.4 µM]; H: 11%[10 µM]
> Nc1c(C(=O)c2ccc(Br)cc2)oc2ccccc12
  A: -2%; B: 1%; C: -12%; D: -6%; E: -12%; F: 2%; G: 1%; H: -3%[10 µM]
> CC1CN(C(=O)N2CCC(C(=O)NCc3ccccc3F)CC2)c2cc(Cl)ccc2O1 (stereo not drawn)
  A: x; B: 3%; C: -9%[76.3 µM]; D: -1%; E: 1%; F: x; G: x; H: x
> Cc1ccc(C)c(NC(=S)NCCN(C2CCCCC2)C2CCCC2)c1
  A: 2%; B: -1%; C: 6%; D: -13%; E: -12%; F: -11%; G: u; H: -44%[inhibitor]
> O=C(Nc1cccc(Br)c1)c1cc2ccccc2o1
  A: -8%; B: -13%; C: -7%; D: -20%; E: -23%; F: -3%; G: 2%; H: -16%
> O=C(COC(=O)c1ccc(Cl)nc1)Nc1ccc2c(c1)OCO2
  A: -3%; B: 6%; C: -6%; D: -16%; E: -13%; F: 4%; G: -4%; H: 4%
> CC(=O)Nc1ccc(OC(=O)c2ccccc2O)cc1
  A: 8%; B: -10%; C: x; D: -8%; E: -18%; F: -2%; G: x; H: 10%
> COc1ccccc1NC(=O)CSc1oc(-c2ccco2)nc1S(=O)(=O)c1ccc(C)cc1
  A: x; B: -17%; C: 13%[76.3 µM]; D: -14%; E: u; F: x; G: x; H: x
> CSc1ccccc1NC(=O)CN1CCN(Cc2ccccc2)CC1
  A: 5%; B: 2%; C: -2%; D: 5%; E: 6%; F: 8%; G: -8%; H: -15%
> COc1ccc(NC(=O)CN2C(=O)CC(C)(C)S(=O)(=O)c3ccccc32)cc1
  A: -4%; B: -2%; C: 8%; D: -8%; E: -5%; F: -3%; G: -2%[15.4 µM]; H: -3%
> CC(C)(C)C1CCC2(CC1)C(C#N)=C(SCC(=O)NC1CCCCC1)NC(=O)C2C#N (stereo not drawn)
  A: -13%; B: -14%; C: u; D: -12%; E: u; F: -10%; G: -8%; H: -37%[inhibitor][0.074 µM]
> Cn1c(Cn2c(=O)sc3ccccc32)nnc1SCC(=O)N1CCCCCC1
  A: 7%; B: -3%; C: 4%; D: 3%; E: 1%; F: 5%; G: 4%; H: 25%[10 µM]
> FC(F)(F)c1cc(-c2ccc(Cl)cc2)nc(NCc2cccnc2)n1
  A: -21%; B: -7%; C: -1%; D: -8%; E: -18%; F: -13%; G: -7%; H: -19%
> COc1ccc(/C=N/NC(=O)C(=O)N2CCN(c3ccccc3OC)CC2)cc1
  A: -5%; B: -6%; C: 0%; D: -7%; E: -9%; F: -8%; G: 2%; H: 9%
> CCOc1ccc(NC(=O)C(=O)N/N=C/c2cccnc2)cc1
  A: -1%; B: -5%; C: 4%; D: u; E: -12%; F: 2%; G: x; H: 25%[10 µM]
> COC(=O)c1cnn2c(C(F)(F)F)cc(-c3ccc(F)cc3)nc12
  A: -4%; B: -5%; C: 12%; D: -4%; E: -5%; F: -3%; G: -6%; H: 8%[10 µM]
> COc1ccc(-n2c(=O)c3ccccc3n(Cc3ccc(F)cc3)c2=O)cc1OC
  A: 4%; B: 6%; C: 9%; D: 0%; E: -8%; F: -3%; G: -10%; H: -8%
> CC(=O)Nc1cc(OC(C)=O)c2nonc2c1OC(C)=O
  A: -10%; B: 2µM*; C: 16µM*; D: 1.1µM*; E: u; F: -7%; G: -5%; H: -119%[inhibitor]
> O=C(N/N=C/c1cc2c(cc1Cl)OCO2)c1ccncc1
  A: 4%; B: 3%; C: 1%; D: -14%; E: -1%; F: 2%; G: u; H: x
> CCOC(=O)CNc1nc(Cl)nc(N2CCCCC2)n1
  A: -5%; B: 9%; C: -1%; D: 3%; E: 5%; F: 1%; G: x; H: 8%[10 µM]
> O=C(Nc1ccc(N2CCOCC2)cc1)Nc1ccc(Cl)c(Cl)c1
  A: 3%; B: u; C: 12%; D: 13µM*; E: 8.9µM*[quencher]; F: 3%; G: -2%; H: 3%[10 µM]
> CCCCNC(=O)CSc1nc(-c2ccc(OC)cc2)cc(C(F)(F)F)n1
  A: x; B: u; C: -9%[76.3 µM]; D: 11%; E: 7%; F: x; G: x; H: x
> O=c1ccc2ccc(OCc3nnc(-c4ccccc4Br)o3)cc2o1
  A: 7%; B: -14%; C: 0%; D: u; E: -21%; F: -1%; G: 1%; H: -6%
> COc1c(C(C)C)cc(NC(C)=O)cc1C(C)C
  A: -1%; B: 7%; C: -16%; D: -4%; E: -2%; F: 3%; G: -1%; H: -13%
> Cc1ccc(OCC(=O)N(Cc2ccccc2)c2ccccn2)cc1
  A: -1%; B: 2%; C: 5%; D: -3%; E: -7%; F: -9%; G: u; H: -25%
> Cc1nn(CCCC(=O)N2CCc3ccccc3C2)c(=O)c2cc3sccc3n12
  A: 0%; B: 3%; C: 6%; D: u; E: -7%; F: 2%; G: 2%; H: -17%
> O=C(NCc1ccc2c(c1)OCO2)c1ccc2c(c1)C(=O)N(CC1CCCO1)C2=O (stereo not drawn)
  A: 6%; B: 1%; C: 9%; D: 4%; E: 5%; F: -5%; G: -6%; H: 6%
> Cc1oc(-c2ccccc2F)nc1CN1CCC(C(=O)NCc2cccs2)CC1
  A: 13%; B: 1%; C: 0%; D: -6%; E: -8%; F: 4%; G: 0%; H: -1%
> CSc1ccccc1NC(=O)CN(C)CC(=O)Nc1ccc(N2CCOCC2)cc1
  A: 0%; B: 9%; C: -7%; D: -12%; E: -16%; F: -10%; G: -2%; H: 16%[10 µM]
> CCNc1nc(NC(C)C)nc(N(C#N)CC(=O)OC)n1
  A: -1%; B: 3%; C: 6%; D: -7%; E: -6%; F: -2%; G: -3%; H: -26%
> O=C1CCC([N+](=O)[O-])C(c2cccc3ccccc23)N1 (stereo not drawn)
  A: 4%; B: -1%; C: 6%; D: -4%; E: 1%; F: x; G: -1%; H: -24%
> CC1CCN(CCCNC(=O)c2cc3c(Cl)nc4ccccc4c3s2)CC1
  A: -24%; B: u; C: 8%; D: -7%; E: -22%; F: -1%; G: -10%; H: -17%
> O=C(CSc1ccccn1)Nc1ccc(Cl)cn1
  A: 2%; B: -1%; C: 4%; D: -6%; E: -5%; F: -4%; G: 0%; H: -17%

Reformatted with values under each structure: 6 of the compounds above
Values run as follows: aGal spleen mod, Tau FP inhib, GAA glycogen mod, Tau fibril ThT, Tau fluor cs, aGlu spleen mod, GAA inhib, HTT cytoprotect
> Cc1oc(-c2ccccc2F)nc1CN1CCC(C(=O)NCc2cccs2)CC1
  13%, 1%, 0%, -6%, -8%, 4%, 0%, -1%
> CSc1ccccc1NC(=O)CN(C)CC(=O)Nc1ccc(N2CCOCC2)cc1
  0%, 9%, -7%, -12%, -16%, -10%, -2%, 16%[10 µM]
> CCNc1nc(NC(C)C)nc(N(C#N)CC(=O)OC)n1
  -1%, 3%, 6%, -7%, -6%, -2%, -3%, -26%
> O=C1CCC([N+](=O)[O-])C(c2cccc3ccccc23)N1 (stereo not drawn)
  4%, -1%, 6%, -4%, 1%, x, -1%, -24%
> CC1CCN(CCCNC(=O)c2cc3c(Cl)nc4ccccc4c3s2)CC1
  -24%, u, 8%, -7%, -22%, -1%, -10%, -17%
> O=C(CSc1ccccn1)Nc1ccc(Cl)cn1
  2%, -1%, 4%, -6%, -5%, -4%, 0%, -17%
